# Assay outcomes deposited in PubChem by National Center for Advancing Translational Sciences (NCATS).
# Lipid storage S3: qHTS Assay for Lipid Storage Modulators in Drosophila S3 Cells; Drosophila S3 cells, BODIPY lipid droplet fluorescence, 18-24 h; cells fed with added oleic acid; lipid storage change, negative = inhibition, % at the top dose, mostly 46.1 µM; hits show Potency in µM; 320,000 compounds, 0.64% hits; active means well fitted inhibition curve with a large enough effect in the signal ratio, with a control signal flat, not every such curve was filed as active; inconclusive means small, poorly fitted or top-dose-only effect, or effect the other way, or a change in a side signal; the % refers to the signal ratio
#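 Drosophila S3 cells got compounds at several concentrations plus oleic acid (400 uM solution). Laser-scanning cytometry with 488 nm excitation read lipid droplets at 500-530 nm and cells at 575-640 nm. Percent activity was relative to 20 uM Triacsin C.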
# Lipid storage S3 cell count max: second read-out of Lipid storage S3, no call of its own (marks repeat the call); cell number change, %; measured here: cell count max response;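 cells counted by Cell Tracker Red CMTPX staining in the red channel; peak over a dose series mostly up to 46.1 µM; percent activity relative to internal control wells on each plate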
# Active calls of the source: *; i = inactive; ? = inconclusive; . = no result given; [ ] = another dose, or the depositor's remark. On the % scale 0 is the no-effect control and ±100 the full control effect; potency means the concentration at half of the fitted maximal effect.
SMILES,Lipid storage S3,Lipid storage S3 cell count max
Cc1ccc(CCN2CC(C(=O)NCCCN3CCOCC3)CC2=O)cc1 (stereo not drawn),?,.
CC(Oc1cccc(Cl)c1)C(=O)NCc1ccc(S(N)(=O)=O)cc1 (stereo not drawn),-1%,-6
Cc1cc(/C=C2\NC(=S)N(C)C2=O)ccc1N1CCCC1,?,.
COCC(=O)N(C)c1nnc(-c2ccc([N+](=O)[O-])cc2)s1,-1%,.
Cc1ccccc1NC(=O)COC(=O)c1ccc(S(C)(=O)=O)c([N+](=O)[O-])c1,26µM*,-16*
CCOc1ccccc1C(=O)N1CCC(n2nnc3cc(C)ccc32)CC1,20%,2
Cc1ccc(C(=O)NCc2cccnc2)o1,i,-8
NS(=O)(=O)c1ccc(CCNC(=O)CN2CCN(c3ccc(F)cc3)CC2)cc1,?,.
COc1ccc(C(=O)N2CCCC(CCC(=O)NCc3ccccc3F)C2)c(OC)n1 (stereo not drawn),?,.
Cc1c(C(O)CN2CCN(Cc3ccc4c(c3)OCO4)CC2)c2ccccc2n1C (stereo not drawn),i,8
COc1cc(-c2nc(S(=O)(=O)c3ccc(Cl)cc3)c(N3CCOCC3)o2)cc(OC)c1OC,?,.
COc1ccc(NC(=O)C2CCN(c3nc(-c4ccc(OC)cc4)no3)CC2)cc1,?,.
CCCC(C(=O)NC1CCCC1)N(CCCN1CCOCC1)C(=O)c1snc(C(N)=O)c1N (stereo not drawn),6%,8
COc1ccc2nc(NC(=O)C3CCN(S(=O)(=O)c4cnc[nH]4)CC3)sc2c1,i,-2
COCCNC(=O)c1c(N)n(/N=C/c2ccc(F)cc2)c2nc3ccccc3nc12,4%,21
CCCCn1c(N)c(N(CC)C(=O)C2=NN(c3ccccc3)C(=O)CC2)c(=O)[nH]c1=O,?,.
O=C(O)CC(NS(=O)(=O)c1ccc(Br)cc1)c1ccco1 (stereo not drawn),?,.
O=C(OCc1nnc(-c2ccc([N+](=O)[O-])cc2)o1)C1CC(=O)N(CCc2ccccc2)C1 (stereo not drawn),?,.
O=c1c2ccccc2nc(SCc2ccccc2F)n1C1CCCC1,12%,7
CCOC(=O)c1nn(-c2ccc(C)cc2)c(=O)c2c(N)scc12,?,.
CCOC(=O)c1cc(-c2ccc(OC)cc2F)nc2c1c(C)nn2CCC#N,-16%,-16
CCOc1ccccc1NC(=O)Cn1ncc2ccc([N+](=O)[O-])cc21,?,.
CCn1cc(C(=O)NCC(OC)OC)c(=O)c2cc(S(=O)(=O)N3CCOCC3)ccc21,12%,.
CN(NC(=O)NN)c1ncc(C(F)(F)F)cc1Cl,17%,-9
Cc1ccc(CNc2ncnc(N)c2[N+](=O)[O-])cc1,?,.
O=C(CSCc1ccc(Cl)cc1)NCCSCc1ccco1,?,.
O=C(COc1cccc(NC(=O)c2ccco2)c1)c1ccccc1,i,-3
CCOc1ccc(NC(=O)c2nn(-c3ccc(OC)cc3OC)c(=O)c3ccccc23)cc1,?,.
CCOC(=O)C1=C(CS(=O)(=O)c2ccccc2)NC(=O)NC1c1ccccc1OC (stereo not drawn),i,9
CC(=O)N1CCN(C2c3cccc4cccc(c34)C2NS(=O)(=O)c2ccccc2)CC1 (stereo not drawn),?,.
O=[N+]([O-])c1ccccc1OCCN1CCCC1,?,.
O=C(O)CCCC(=O)Nc1ccc(Sc2ccc([N+](=O)[O-])cc2)cc1,?,.
O=C(NCc1ccccn1)C1CC(c2ccccc2Cl)=NO1 (stereo not drawn),21%,13
CC(C)CCN1CCC(C)(NC(=O)c2ccccc2)C1=O (stereo not drawn),?,.
Cc1cccnc1CCNC(=O)CC1C(=O)NCCN1CC1CCCCC1 (stereo not drawn),18%,21
O=C(O)c1ccc(S(=O)(=O)N(CCc2ccccc2)Cc2ccc(Cl)cc2)cc1,i,3
Cn1c(CNC(=O)C2CCCCC2)cc2ccccc21,-16%,-6
COc1cccc(-c2nc(CS(=O)(=O)CC(=O)NCCN3CCOCC3)c(C)o2)c1,?,.
O=C(CCC(=O)OCC(=O)c1ccc([N+](=O)[O-])cc1)Nc1ccccc1Cl,63%,.
Oc1ccc(-c2nc(=S)[nH][nH]2)cc1,-5%,-11

# Two compounds picked at random from those above, as already listed:
SMILES,Lipid storage S3,Lipid storage S3 cell count max
O=C(CCC(=O)OCC(=O)c1ccc([N+](=O)[O-])cc1)Nc1ccccc1Cl,63%,.
CCOc1ccc(NC(=O)c2nn(-c3ccc(OC)cc3OC)c(=O)c3ccccc23)cc1,?,.

# Following part
SMILES,Lipid storage S3,Lipid storage S3 cell count max
Cc1cccc(S(=O)(=O)Nc2ccc(-c3cn4ccccc4n3)cc2)c1,-1%,-14
CC(=O)c1cccc(NC(=O)C(C)OC(=O)Cc2c[nH]c3ccccc23)c1 (stereo not drawn),?,.
CN(Cc1ccccc1)C(=O)c1nn2cccnc2c1Cl,?,.
O=C(COc1ccc2ccccc2c1)NNC(=O)c1cnccn1,?,.
CC1Cc2cc(/C(O)=C3/C(=O)C(=O)N(CCN4CCOCC4)C3c3ccc([N+](=O)[O-])cc3)ccc2O1 (stereo not drawn),20%,15
O=C(c1cccc([N+](=O)[O-])c1)N1CCN(c2ccccn2)CC1,?,.
CCC(CC)C(=O)c1c[nH]c(C(=O)NCc2cccnc2)c1,-9%,13
O=C(O)Cc1ccc(N=Nc2c(O)c(C(=O)O)cc3ccccc23)cc1,?,.
CCCCCCOc1ccc(C(CC(N)=O)C(=O)O)cc1 (stereo not drawn),?,.
O=C(NC(=S)Nc1ccc(Cl)c(C(=O)O)c1)c1cccc(COc2ccccc2)c1,i,-20
CCOC(=O)c1cc2occc2n1CC(=O)N1CCN(C(=O)c2ccco2)CC1,?,.
CCOc1ccc(CN2C(=O)c3ccccc3C2=O)cc1C(=O)N1CCC(C(N)=O)CC1,-22%,-1
O=C1Nc2ccccc2C1Cc1ccccn1 (stereo not drawn),1%,22
O=S(=O)(NCc1ccccc1)c1ccc(Cl)c(S(=O)(=O)NCc2ccccc2)c1,?,.
Cc1cc(=O)oc2cc(OCC(=O)N/N=C/c3ccccc3[N+](=O)[O-])ccc12,?,.
O=C(Nc1nnc(-c2ccc(Cl)cc2)o1)c1nc2ccccc2s1,?,.
O=C(Nc1ccccc1)c1ccc(-c2ccc([N+](=O)[O-])cc2)o1,i,-4
Cc1c(CC(=O)N[C@H](C(=O)O)C(C)C)c(=O)oc2cc3c(cc12)CCC(C)(C)O3,?,.
C/C(=N/O)c1cccc(N2Cc3ccccc3C2)c1,11%,6
O=C(c1cc2nc(-c3ccco3)cc(C(F)(F)F)n2n1)N1CCc2ccccc2C1,?,.
Cc1cc(OCc2cc(C(=O)NC3CCC3)no2)cc(C)c1Cl,?,.
O=C(CSCC(=O)N1CCN(c2ccccc2)CC1)Nc1nc(-c2ccc(Cl)s2)cs1,?,.
COC(=O)C1NN=C(C(=O)c2ccc(Br)cc2)C1c1cccc(Br)c1 (stereo not drawn),?,.
Cc1ccc(CN2CCSc3ccc(C(=O)NCCCN4CCOCC4)cc32)cc1,?,.
CCOC(=O)c1cnc2c(C)cccc2c1Nc1cccc(C(=O)O)c1,?,.
COCCOC(=O)C1=C(N)OC2=C(C(=O)CCC2)C1c1cccnc1 (stereo not drawn),?,.
COc1cccc(OCc2cc(C(=O)N(C)Cc3nc4ccccc4[nH]3)no2)c1,i,18
CCC(C)[C@H](NC(=O)[C@H](Cc1ccccc1)n1c(=O)[nH]c2ccccc2c1=O)C(=O)NCC1CCC(C(=O)O)CC1 (stereo partly drawn),?,.
CC(=O)c1ccc(NC(=O)C(Cc2ccccc2)n2cccc2)cc1 (stereo not drawn),?,.
CCc1ccc(NC(=O)COc2cccc(-n3cnnn3)c2)cc1,?,.
Cc1cc(C(=O)OCC(=O)N2CC(C)CC(C)C2)c(C)o1 (stereo not drawn),?,.
O=C(/C=C/c1ccc(Cl)c([N+](=O)[O-])c1)c1ccc(O)cc1,?,.
Cc1ccccc1N1CCN(C2CCCN(C(=O)c3ccnn3C)C2)CC1 (stereo not drawn),6%,.
COc1cc(-c2cn(S(=O)(=O)c3cccc4nsnc34)nc2N)cc(OC)c1OC,?,.
COc1cccc(NC(=O)c2ccncc2)c1,?,.
Cc1c(N2C(=O)/C(=C/c3ccccc3)SC2=S)c(=O)n(-c2ccccc2)n1C,0%,-11
Cc1cccc(NC(=O)CN2C(=O)CNC2=O)c1,?,.
Nc1nc(=S)c2ncn(C3CCCC3)c2[nH]1,?,.
COc1ccc(N=Cc2ccc(-c3ccccc3)o2)cc1,19%,9
Cc1c(C(=O)C(C)C)n(C)c2ccccc12,i,.
O=C(CSc1nncn1-c1ccccc1)N1CCCC1,?,.
COc1ccc(/C=C2\SC(=O)N(CCNC(=O)C3CC4C=CC3C4)C2=O)cc1 (stereo not drawn),22%,.
O=C(NCCc1ccccc1)c1ccc(Br)o1,25%,28
COc1ccc(Cc2[nH]n3c(=O)c(Cl)c(C)nc3c2-c2ccccc2)cc1,?,.
CCCNC(=O)c1ccc(N2CCC3(CC2)CC(c2ccccc2)=NO3)c(NC(=O)c2cccc(C)c2)c1,?,.
N/C(Cc1ccc(Cl)cc1)=N\OC(=O)c1ccc2ccccc2c1,?,.
CCc1nnc(NC(=O)CSc2nnc3nc(C)cc(C)n23)s1,?,.
c1ccc(-c2cc3nccc(-c4ccccn4)n3n2)cc1,-1%,0
CCOc1ccccc1N1CCN(C/C=C/c2ccc(N(C)C)cc2)CC1,?,.
CCOC(=O)c1c(NC(=S)NC(=O)/C=C/c2cccs2)sc(C)c1C,0%,6
O=C(NCC(c1ccco1)N1CCCC1)c1ccc(S(=O)(=O)Nc2ccccc2F)cc1 (stereo not drawn),4%[0.0737 µM],6
Cc1nn(C)cc1/C=N\NC(=O)c1ccc2c(c1)c(C)c(C)n2Cc1ccccc1,?,.
COCCCNc1nc(SCc2ccccc2)nc2sc3c(c12)CCC3,?,.
O=C(CSc1nc(-c2ccc(F)cc2)cc(C(F)(F)F)n1)Nc1ccc2c(c1)OCO2,20%,15
COc1cccc(OCCSc2nnc3sc4ccccc4n23)c1,i,.
N#CCO/N=C(\c1ccccc1)c1ccncc1,18%,-9
CCNC(=O)O/N=C(\C)c1sc(-c2ccc(Cl)cc2)nc1C,2%,-14
Cc1ccc2nc(C)cc(N/N=C/c3cccc(O)c3)c2c1,?,.
CCC(C)[C@H](NC(=O)OC(C)(C)C)C(=O)N/N=C/c1ccc2cc(OC)ccc2n1 (stereo partly drawn),7%,22
CC1CCCC(C)N1CCCNC(=O)c1cc2c(=O)n(C)c3ccccc3c2n1C (stereo not drawn),?,.
# (cont.)
SMILES,Lipid storage S3,Lipid storage S3 cell count max
CC(=O)NCC1(O)CCCC(C)C1 (stereo not drawn),-2%,14
Cc1ccc(C)c(C(=O)CN2C(=O)c3ccccc3C2=O)c1,?,.
COc1cc(NC(=O)CCN2CCN(CCO)CC2)cc(OC)c1,i,13
COc1cc(C)c(S(=O)(=O)NC2CC(C)(C)NC(C)(C)C2)cc1C,?,.
CSc1cccc(NC(=O)c2ccc(Cl)nc2)c1,7%,-6
CCCCC(=O)Nc1ccc(C(=O)NNC(=O)c2ccco2)cc1,-10%,-21
COc1ccccc1N1CCN(C(=O)c2cnn3cccnc23)CC1,i,13
CCOC(=O)c1sc(NC(=O)CSc2nccc(C)n2)c(C#N)c1C,?,.
CN(Cc1ccccc1)C(=O)CCn1c(=O)c2cccn2c2cccnc21,?,.
Cc1ccc(NC(=O)CSCC(=O)O)c(C)c1,?,.
COCCN1C(=O)c2ccccc2C(C(=O)N2CCN(c3ccccn3)CC2)C1c1ccc(F)cc1 (stereo not drawn),?,.
Cc1nc2ccccn2c1C(=O)N/N=C/c1cc(C)n(-c2ccc(Cl)cc2)c1C,0%,1
O=C(NN=C1CCCCCCC1)C(=O)NC1CCCCC1,-16%,-10
CC1CCN(S(=O)(=O)c2ccc3c(ccn3CCC(=O)NC(C)C)c2)CC1,?,.
O=C(CN1NS(=O)(=O)c2ccccc2C1=O)Nc1ccccc1OC(F)F,?,.
O=C(CN1N=C(c2ccccc2)CCC1=O)NCc1ccco1,-2%,4
Cc1nc2nc[nH]n2c(=O)c1CCC(C)C,i,21

# 17 structures already listed, ordered by length of the SMILES, lowest first:
SMILES,Lipid storage S3,Lipid storage S3 cell count max
CC(=O)NCC1(O)CCCC(C)C1 (stereo not drawn),-2%,14
Cc1nc2nc[nH]n2c(=O)c1CCC(C)C,i,21
Cc1ccc(NC(=O)CSCC(=O)O)c(C)c1,?,.
CSc1cccc(NC(=O)c2ccc(Cl)nc2)c1,7%,-6
O=C(NN=C1CCCCCCC1)C(=O)NC1CCCCC1,-16%,-10
O=C(CN1N=C(c2ccccc2)CCC1=O)NCc1ccco1,-2%,4
Cc1ccc2nc(C)cc(N/N=C/c3cccc(O)c3)c2c1,?,.
COc1ccccc1N1CCN(C(=O)c2cnn3cccnc23)CC1,i,13
CCCCC(=O)Nc1ccc(C(=O)NNC(=O)c2ccco2)cc1,-10%,-21
CCOC(=O)c1sc(NC(=O)CSc2nccc(C)n2)c(C#N)c1C,?,.
CN(Cc1ccccc1)C(=O)CCn1c(=O)c2cccn2c2cccnc21,?,.
O=C(CN1NS(=O)(=O)c2ccccc2C1=O)Nc1ccccc1OC(F)F,?,.
COc1cc(C)c(S(=O)(=O)NC2CC(C)(C)NC(C)(C)C2)cc1C,?,.
CC1CCCC(C)N1CCCNC(=O)c1cc2c(=O)n(C)c3ccccc3c2n1C (stereo not drawn),?,.
Cc1nc2ccccn2c1C(=O)N/N=C/c1cc(C)n(-c2ccc(Cl)cc2)c1C,0%,1
CCC(C)[C@H](NC(=O)OC(C)(C)C)C(=O)N/N=C/c1ccc2cc(OC)ccc2n1 (stereo partly drawn),7%,22
COCCN1C(=O)c2ccccc2C(C(=O)N2CCN(c3ccccn3)CC2)C1c1ccc(F)cc1 (stereo not drawn),?,.

# An excerpt, so the mix of outcomes need not match the whole.
